Compound activity: PubChem BioAssay, several laboratories
NR2E3 ag-1: NR2E3 agonists in two-hybrid cells, primary screen, cell-based, luminescence, CHO-S, Gal4-NCOR/VP16-NR2E3; inhibition of corepressor binding, % at 3.98 µM; Photoreceptor-specific nuclear receptor (Homo sapiens), Q9Y5X4; luciferase; actives 0.35% (n = 360,000); AID 602229, 2012;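 active means inhibition above the mean of all tested compounds plus 3 SD, cut at about 70% in these data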;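 further: 0% = DMSO with NR2E3 transfected cells and 100% = cells lacking NR2E3 construct; higher means lower luciferase signal from less NR2E3 corepressor binding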
Target sequence (Q9Y5X4 whole entry, looked up, the tested form may be a part): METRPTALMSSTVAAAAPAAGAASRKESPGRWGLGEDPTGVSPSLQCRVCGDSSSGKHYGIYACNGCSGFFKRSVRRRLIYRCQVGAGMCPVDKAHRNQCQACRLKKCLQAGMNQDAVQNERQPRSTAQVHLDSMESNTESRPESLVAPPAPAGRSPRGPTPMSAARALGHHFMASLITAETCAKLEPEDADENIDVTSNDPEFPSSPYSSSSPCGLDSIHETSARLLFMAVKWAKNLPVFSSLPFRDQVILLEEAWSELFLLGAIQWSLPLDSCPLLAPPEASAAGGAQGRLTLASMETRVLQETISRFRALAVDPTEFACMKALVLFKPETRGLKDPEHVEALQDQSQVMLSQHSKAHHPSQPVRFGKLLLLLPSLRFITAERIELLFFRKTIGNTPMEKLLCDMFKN
TRPM1 prom inh: inhibitors of MITF-dependent TRPM1 promoter reporter, primary screen, cell-based, SK-MEL-5, single point, luciferase. SK-MEL-5 TRPM1 promoter luciferase, 24 h. inhibition, % at 12.5 µM. actives 0.83% (n = 330,000);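 active means mean inhibition across replicates of 60% or more, whatever share of single replicates reaches that level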; further: values of inactives mirror those of a sister screen read the other way
aDG glyco up: activators of alpha-DG glycosylation, primary screen, uHTS, Pro5-aDG cells, AlphaScreen. activation, % at 10 µM. alpha-DG glycosylation AlphaScreen (IIH6); 0% Pro5, 100% B10-LARGE cell signal. actives 0.22% (n = 360,000). AID 624168, 2012;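 active means activation of at least 8% versus controls, or a plate z-score of at least 8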;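 further: Pro5 are CHO cells carrying HIG-tagged alpha-DG that lacks glycosylation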
KKLEB cytotox: cytotoxicity in KKLEB CF airway cells, primary screen, cytotoxicity control for CF NF-kB inhibitor project, cell-based, uHTS, fluorescence assay plates | KKLEB CF airway cells viability, ATPlite luminescence, overnight; active compounds read low; cells stimulated with P. aeruginosa culture filtrate | activity change (cytotoxicity), % at 5 µM | actives 0.36% (n = 360,000) | AID 602141, 2011;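 active means corrected activity change at or below -50% at 5 µM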
TWEAK-Fn14 inh: inhibitors of TWEAK-Fn14 signaling, primary screen, luciferase reporter cells, uHTS; TWEAK-stimulated Fn14 reporter cells, luciferase luminescence, 8 h; inhibition, % at 10 µM; actives 2% (n = 360,000); in the data active means inhibition above about 50%
HIF-2a inh: HIF-2a reporter inhibitors, primary screen, luminescence, 786-0 RCC cells | 786-0 RCC cells HIF-2a reporter, luciferase luminescence, overnight | AID 624352, 2012 | actives 0.72% (n = 360,000) | inhibition, % at 18.8 µM;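 active means inhibition of the luminescence signal of 40% or more relative to plate controls, in a single-dose primary screen at 18.75 µM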
Peg3 prom inh: Peg3 promoter-driven luciferase inhibitors, primary screen, cell-based, HeLa, luciferase luminescence; HeLa PEG-Prom luciferase reporter, overnight; inhibition, % at 20 µM; actives 1.7% (n = 360,000); AID 588405, 2011;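 active means inhibition of at least 50% at 20 µM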
CF NFkB block: inhibitors of PAF-induced NF-kB signaling, primary screen, cell-based, GFP fluorescence, uHTS | KKLEB NF-kB-GFP reporter, GFP fluorescence overnight | inhibition, % at 5 µM | actives 0.86% (n = 360,000) | AID 588850, 2011;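 active means at least 50% inhibition at 5 µM, scaled per plate between neutral and stimulator controls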;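 further: PAF is a Pseudomonas aeruginosa culture filtrate used as stimulus; plate controls were PAF-stimulated DMSO wells for no effect and unstimulated DMSO wells for full effect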
iPSC survival up: enhancers of single-cell hiPSC survival, primary screen, ATPlite luminescence; AID 602274, 2012; survival enhancement, % at 20 µM; 100% = ROCK inhibitor wells, 0% = DMSO; actives 0.044% (n = 360,000); in the data active means survival enhancement above about 18%;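 further: cells exposed to compounds for 16 hours before the ATP read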
Shn3 inh set2: reduction of Shn3 3'UTR firefly luciferase signal, primary screen, Schnurri-3 inhibitor project, cell-based, Clone20 osteoblasts, set 2 | Clone20 osteoblast Shn3 3'UTR firefly luciferase, 24 h | inhibition, % at 12.5 µM | actives 0.52% (n = 360,000) | AID 588674, 2011;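 active means mean inhibition of at least 75% with every replicate also reaching 75%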;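 further: 0% = median of neutral control wells and 100% = pilot-screen positive control compound; some compounds past the cut are filed as inactive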
NR2E3 ag-2: inhibitors of NR2E3-RetCOR corepressor binding, primary screen, NR2E3 agonist project, biochemical, TR-FRET, GST-NR2E3, biotin-RetCOR | actives 0.12% (n = 320,000) | 1536-well | Photoreceptor-specific nuclear receptor (Homo sapiens), Q9Y5X4 | inhibition of corepressor binding, % at 4.78 µM | AID 2300, 2010;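 active means percent inhibition above the cutoff of mean plus 3 SD of all tested compounds, set per screening campaign, cut at about 20% in these data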;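 further: 0% = DMSO wells and 100% = biotin wells as full block of FRET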
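Material – GST-tagged NR2E3 plus biotinylated RetCOR corepressor · Quantity – NR2E3 fusion 1.35 nM · Times – 5 h incubation at 4 °C · Medium – pH 7.5 Tris-based buffer · Technique – TR-FRET, Eu(K)-anti-GST donor, streptavidin-D2 acceptor, ex 340, em 617/671 nm · Benchmarks – high control biotin, low control 0.6% DMSO · Format – 1536-well plates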
The depositor's hits bear a star; x = not tested or not shown.

SMILES | NR2E3 ag-1 | TRPM1 prom inh | aDG glyco up | KKLEB cytotox | TWEAK-Fn14 inh | HIF-2a inh | Peg3 prom inh | CF NFkB block | iPSC survival up | Shn3 inh set2 | NR2E3 ag-2
O=C(CNC(=O)C1CCCCC1)OCn1nnc2ccccc2c1=O | -12.3 | 5.7 | 0.1 | 0.7 | -1.8 | 13.0 | 5.2 | -2.0 | -0.3 | 4.2 | 6.1
O=C(CCC(=O)Nc1ccc(Cl)cc1)N/N=C/c1ccc2c(c1)OCO2 | -2.7 | -9.1 | 0.1 | 10.3 | -22.9 | -13.7 | -30.7 | -3.4 | -0.5 | 4.8 | 2.1
Cc1[nH]nc(N2CCCCC2)c1[N+](=O)[O-] | 1.0 | -2.0 | -0.3 | 0.2 | 0.1 | 0.6 | -0.3 | -0.8 | 0.1 | -1.1 | 2.8
C/C(CC(=O)NC1CCCCC1)=N\NC(=O)c1ccccc1C | -57.5 | -9.1 | 0.0 | -2.8 | 6.1 | -7.7 | -13.0 | 16.5 | 0.1 | 4.7 | -0.7
CCCn1nc(NC(=O)c2cccs2)c2cc3cc(OC)ccc3nc21 | -7.2 | -22.8 | 0.4 | -3.2 | 39.4 | -178.9 | -14.3 | -45.5 | -0.3 | -19.6 | -2.0
Cc1ccc2nsnc2c1NC(=O)CCc1ccccc1 | 13.4 | -6.2 | 0.0 | 5.7 | -11.9 | 1.0 | 18.6 | -8.5 | -1.8 | -13.9 | -2.1
Cc1cnc(C(=O)OCC(=O)Nc2ccc3c(c2)OCCO3)cn1 | -23.6 | -8.9 | 0.1 | 4.2 | -3.6 | -7.1 | -0.3 | -7.6 | -0.4 | -2.6 | 2.8
O=C1N(Cc2cccc(Cl)c2)C[C@@H]2C[C@@H](c3ccsc3)N3CCC[C@@]123 | -4.4 | 4.7 | 0.2 | 2.1 | -1.2 | 22.9 | 3.7 | -10.2 | 1.1 | 25.5 | 2.4
CC(=O)NC(C1C(=O)CC(C)(C)CC1=O)(C(F)(F)F)C(F)(F)F | 14.2 | 3.3 | -0.1 | -2.5 | -0.3 | 1.7 | -3.6 | 9.2 | -0.6 | 8.3 | 7.5
O=C(NCc1ccco1)c1cc2n(n1)C(C(F)(F)F)CC(c1ccc(F)cc1)N2 (stereo not drawn) | 21.3 | 8.2 | -0.2 | 0.3 | 9.9 | 4.3 | 14.0 | -6.3 | 2.1 | 13.8 | -1.5
COc1ccc(S(=O)(=O)n2oc(=O)cc2-c2ccccc2)cc1OC | 1.9 | 4.0 | 0.0 | -4.5 | -11.1 | 9.0 | 11.4 | -5.9 | 0.1 | -14.4 | -2.4
NC(=O)C1(c2ccccc2)CCCN1C(=O)c1ccc(Br)cc1 (stereo not drawn) | -3.0 | -2.7 | 0.2 | 0.8 | 20.3 | 18.6 | 4.7 | -4.0 | -0.5 | 5.0 | 2.3
Cc1ccc(/C=C2\CCC(C3CCCC3)C2=O)cc1 (stereo not drawn) | -19.4 | -15.9 | -0.2 | 5.2 | 45.5 | -264.2 | -264.9 | 8.1 | -1.3 | -63.8 | -4.7
COc1ccc(-c2ccc(C(=O)NCc3ccc(N4CCN(C)CC4)cc3)c3occc23)c(C)c1 | 5.7 | x | 6.5 | -4.7 | -12.7 | -84.9 | 33.9 | 2.8 | 2.0 | -1.0 | x
Cc1ccccc1OCc1nc2ccccc2c(=O)n1/N=C/c1cccc([N+](=O)[O-])c1 | -20.1 | -22.0 | 0.0 | 2.6 | 4.1 | -5.3 | -23.1 | 8.8 | -1.4 | -21.2 | -2.5

3 entries from above, comma-delimited:
SMILES,NR2E3 ag-1,TRPM1 prom inh,aDG glyco up,KKLEB cytotox,TWEAK-Fn14 inh,HIF-2a inh,Peg3 prom inh,CF NFkB block,iPSC survival up,Shn3 inh set2,NR2E3 ag-2
Cc1[nH]nc(N2CCCCC2)c1[N+](=O)[O-],1.0,-2.0,-0.3,0.2,0.1,0.6,-0.3,-0.8,0.1,-1.1,2.8
O=C(CCC(=O)Nc1ccc(Cl)cc1)N/N=C/c1ccc2c(c1)OCO2,-2.7,-9.1,0.1,10.3,-22.9,-13.7,-30.7,-3.4,-0.5,4.8,2.1
O=C(CNC(=O)C1CCCCC1)OCn1nnc2ccccc2c1=O,-12.3,5.7,0.1,0.7,-1.8,13.0,5.2,-2.0,-0.3,4.2,6.1

(cont.)
SMILES | NR2E3 ag-1 | TRPM1 prom inh | aDG glyco up | KKLEB cytotox | TWEAK-Fn14 inh | HIF-2a inh | Peg3 prom inh | CF NFkB block | iPSC survival up | Shn3 inh set2 | NR2E3 ag-2
COc1cccc(-c2nc(CS(=O)(=O)CC(=O)NCCc3ccc(C)cc3)c(C)o2)c1 | 31.2 | -1.0 | -0.4 | -2.2 | -15.9 | -6.3 | -9.2 | -17.0 | -0.1 | -4.3 | 3.8
Cc1nn(-c2ccccc2)c(NC(=O)c2cccs2)c(-c2ccc(Cl)cc2)c1=O | 5.3 | 3.8 | -0.2 | 4.0 | -16.8 | 28.1 | 15.8 | -10.6 | -0.1 | 0.6 | 1.7
Cc1nc2cc(NCc3cccs3)ccc2n1C | -51.4 | -82.2 | -0.2 | -1.1 | -6.1 | -221.5 | -179.3 | -0.5 | 0.0 | -31.2 | 2.5
S=c1[nH]nc(Cc2cccc3ccccc23)n1-c1ccccc1 | 19.4 | 0.8 | 0.8 | -11.0 | -14.2 | 31.2 | 19.7 | 9.9 | -2.3 | 16.7 | 3.7
CCOC(=O)c1ccccc1NC(=O)C1CC(=O)N(C2CCCCC2)C1 (stereo not drawn) | 6.3 | 11.7 | 1.2 | 4.3 | 4.3 | 6.3 | 11.8 | 10.0 | -0.5 | -4.5 | 6.5
CCCCCn1nc(C)c(/C=N/NC(=O)c2ccoc2C)c1C | -113.7 | -47.6 | 0.0 | -3.7 | -22.4 | -233.6 | -173.2 | -3.9 | 0.0 | -65.1 | -0.6
N#CC1(c2ccccc2)CCCN1C(=O)c1ccccc1Br (stereo not drawn) | -30.2 | -8.0 | 0.3 | -3.6 | -26.0 | -3.9 | -2.9 | -2.5 | 3.7 | -1.2 | 1.1
COc1ccccc1NC(=O)CS(=O)(=O)c1cn(CC(=O)N(C(C)C)C(C)C)c2ccccc12 | -45.3 | -16.3 | 0.1 | 7.9 | -3.1 | 13.6 | 28.6 | 7.1 | -0.5 | 8.1 | 5.2
Cc1cc(C(=O)OCn2nnc3ccccc3c2=O)c(C)o1 | -12.0 | 5.1 | -0.1 | 0.7 | 19.1 | 8.8 | -2.1 | 15.5 | 2.2 | 2.9 | -0.5
CC(C)CC(OC(=O)c1ccc(Cl)nc1)C(=O)NC1CCCC1 (stereo not drawn) | 19.5 | x | 0.0 | 3.7 | -10.7 | 6.3 | 14.2 | -14.1 | -0.3 | -4.1 | 2.1
O=C(CSc1ccc([N+](=O)[O-])cc1)Nc1cccc(S(=O)(=O)N2CCOCC2)c1 | -13.0 | -1.7 | -0.1 | -0.7 | 12.2 | -8.9 | -2.1 | -15.6 | -0.1 | 4.2 | x
CCOc1cc(CNc2ccccc2)cc(Br)c1OCc1ccc(F)cc1 | 10.4 | 9.4 | 0.3 | -4.6 | 21.0 | 9.2 | 20.9 | 13.3 | -0.9 | 9.3 | -2.2
Cn1c(=O)n(C)c2cc(S(=O)(=O)NCCc3ccccc3)ccc21 | 7.4 | 11.6 | 0.1 | -2.1 | 12.3 | -12.2 | -10.7 | 0.2 | -2.1 | 6.3 | 2.8
COc1cc(Cl)c(CN2CCCC(CO)(Cc3ccccc3F)C2)cc1OC (stereo not drawn) | 19.6 | 19.1 | 0.1 | 4.9 | -15.3 | 24.1 | 16.7 | 0.0 | -0.4 | 52.5 | -1.0
Cc1ccc(Cn2c(=O)c3c(nc4n3CCN4Cc3ccco3)n(C)c2=O)cc1 | -0.6 | -1.3 | 0.1 | 1.2 | 17.7 | 20.0 | 9.7 | 2.6 | 0.9 | -6.3 | -2.4
O=C(OCC(=O)N1CCCCC1)c1cc2ccccc2cc1O | -38.9 | -41.2 | 0.1 | 0.4 | -3.2 | -90.7 | -120.8 | 5.4 | -2.4 | -30.1 | 4.0
CCCCCCOC(=O)C1=C(C)NC(=O)NC1c1ccc(O)cc1 (stereo not drawn) | -6.5 | 4.4 | 0.3 | 0.7 | 7.5 | 27.7 | -1.2 | -0.7 | -1.5 | 6.5 | -1.1
CS(=O)(=O)N1CCC(Oc2ccccc2C(=O)N2CCNC(=O)C2)CC1 | -12.0 | -6.9 | 0.3 | 13.6 | 5.8 | 4.3 | -3.6 | 2.2 | 2.5 | -2.2 | 3.0
CNC(=O)C1CCN(S(=O)(=O)c2c(C)noc2/C=C/c2cccc(C)c2)CC1 | -10.5 | -2.5 | -0.3 | 9.1 | -21.5 | -6.3 | 1.0 | -23.5 | 0.1 | -7.8 | 0.3
N#Cc1ccc(-n2nnc3ccccc3c2=O)c([N+](=O)[O-])c1 | -3.2 | 10.1 | 0.0 | -2.2 | -0.9 | -5.6 | -11.2 | 0.4 | -0.5 | 19.2 | 2.1
O=C(CSc1nc(-c2ccco2)cc(C(F)(F)F)n1)NC1CCCC1 | -11.4 | x | 0.3 | 9.8 | -3.0 | 19.8 | -0.8 | -4.1 | 0.2 | 45.9 | 3.9
O=C(O)CC(NC(=O)Cc1ccccc1)c1cc([N+](=O)[O-])ccc1Cl (stereo not drawn) | -4.4 | 6.9 | 0.0 | 27.6 | 1.9 | 16.0 | 0.1 | -15.0 | 0.8 | 7.9 | 2.3
O=C(NCCc1ccc(Cl)cc1Cl)c1cccnc1 | 20.8 | 1.1 | 0.0 | 6.1 | 7.3 | -35.3 | 0.8 | 18.1 | -0.2 | -10.2 | 3.7
O=C(NC1CCCC1)C1CCCN(S(=O)(=O)c2cccc3cccnc23)C1 (stereo not drawn) | -18.1 | 17.4 | -0.1 | 12.6 | -13.9 | 10.5 | 11.3 | -22.6 | -1.4 | 5.1 | 3.7
C/C(=N\Nc1nc(C(C)(C)C)cs1)c1ccc(O)cc1 | 13.1 | -42.9 | 0.0 | 6.7 | 19.4 | -147.8 | -195.1 | 10.5 | -0.5 | 0.9 | 1.4
CCCCC(=O)NC(c1ccccc1Cl)c1c(O)ccc2ccccc12 (stereo not drawn) | 3.0 | -17.2 | 0.0 | -0.3 | 10.3 | 29.8 | 34.7 | -2.4 | -0.3 | 4.9 | 0.8
